# Neddyl block: inhibitors of cullin neddylation, primary screen, biochemical, TR-FRET, uHTS, NAE and Ubc12 | 0.58% of 360,000 active | calls only at 25 µM; in the data active = inhibition above about 36%
# Target sequence (P61081 whole entry, looked up): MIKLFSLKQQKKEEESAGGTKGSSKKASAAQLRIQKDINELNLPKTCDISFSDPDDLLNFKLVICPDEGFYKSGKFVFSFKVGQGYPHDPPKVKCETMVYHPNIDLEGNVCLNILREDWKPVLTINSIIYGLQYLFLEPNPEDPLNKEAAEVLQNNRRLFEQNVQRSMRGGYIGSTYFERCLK
# Target sequence (Q13564 whole entry, looked up): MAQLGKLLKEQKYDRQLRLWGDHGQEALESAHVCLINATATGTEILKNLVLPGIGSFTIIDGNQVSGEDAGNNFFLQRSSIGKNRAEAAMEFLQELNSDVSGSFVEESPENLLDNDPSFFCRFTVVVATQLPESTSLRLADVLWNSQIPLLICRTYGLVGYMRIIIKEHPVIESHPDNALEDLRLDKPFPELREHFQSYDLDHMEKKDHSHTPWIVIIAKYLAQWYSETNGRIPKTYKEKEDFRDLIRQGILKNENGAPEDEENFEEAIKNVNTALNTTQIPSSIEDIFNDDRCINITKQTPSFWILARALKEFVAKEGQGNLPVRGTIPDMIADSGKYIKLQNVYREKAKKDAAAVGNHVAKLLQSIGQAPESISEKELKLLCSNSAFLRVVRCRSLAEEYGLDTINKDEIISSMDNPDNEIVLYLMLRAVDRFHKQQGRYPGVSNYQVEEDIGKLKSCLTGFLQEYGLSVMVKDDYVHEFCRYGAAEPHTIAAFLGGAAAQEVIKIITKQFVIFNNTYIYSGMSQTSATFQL
# FAS TE block: FAS thioesterase domain inhibitors, primary screen, biochemical, fluorescence intensity, uHTS; inhibition, % at 15 µM; 0.67% of 360,000 active; recombinant FAS-TE, OMFH fluorogenic substrate, fluorescence endpoint; AID 602261, 2012; Fatty acid synthase (Homo sapiens), P49327;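 active = compounds whose normalised, plate-corrected inhibition of enzyme fluorescence in the single-dose primary screen is 50% or more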;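 also: 0% = DMSO with enzyme and 100% = substrate without enzyme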
# TbMetRS inhib: T. brucei MetRS inhibitors, primary screen, biochemical, luminescence; AID 624268, 2012; 0.4% of 360,000 active; inhibition, % at 11.9 µM; purified T. brucei MetRS, ATP depletion, Kinase-Glo luminescence;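 active = inhibition above a per-plate cutoff of the control wells' mean inhibition plus 3 SD, cut at about 5.5% in these data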;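 also: 0% = DMSO wells median and 100% = median of wells with control inhibitor compound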
#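 Material: parasite MetRS enzyme / Replication: singlicate, one well per compound / Signal: luminescence of leftover ATP / Schedule: 2 h aminoacylation at 25 °C after 15 min preincubation / Medium: HEPES-MgCl2-KCl buffer plus DTT, spermine, BSA, pyrophosphatase / Doses: 11.9 µM single point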
# bovine MsrA act: bovine MsrA enzyme activators, primary screen, biochemical, absorbance, HTS; 0.3% of 360,000 active; activation, % at 10.6 µM; purified bovine MsrA, absorbance read-out; AID 602163, 2012; Methionine sulfoxide reductase A (Bos taurus); in the data active = activation above about 7.5%;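 also: 0% = vehicle and 100% = reference activator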
# MLLE-PAM2 inh: inhibitors of PABP1 MLLE–PAM2 peptide binding, primary screen, biochemical, fluorescence polarization, FITC-PAM2, GST-MLLE; Polyadenylate-binding protein 1 (Homo sapiens), P11940; inhibition, % at 20 µM; 0.36% of 360,000 active; in the data active = inhibition above about 35%, passing the limit was not always enough;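 also: plate controls were DMSO wells with GST-MLLE for no effect and wells lacking GST-MLLE protein for full effect; some results filed as inactive read as strong as hits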
# MsrA inhibitor: bovine MsrA enzyme inhibitors, primary screen, biochemical, absorbance, HTS. 0.75% of 360,000 active. inhibition, % at 15.5 µM. purified bovine MsrA, absorbance read-out. AID 651718, 2012; in the data active = inhibition above about 4.5%;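 also: 0% = vehicle wells with enzyme and 100% = reference inhibitor wells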
# CSN inh: inhibitors of CSN-mediated cullin deneddylation, primary screen, biochemical, fluorescence polarization, uHTS | AID 651999, 2013 | inhibition, % at 12.5 µM | COP9 signalosome complex subunit 5 (Homo sapiens), Q92905 | 0.38% of 360,000 active | Purified CSN, SCF-Nedd8-OG deneddylation;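 active = pattern-corrected inhibition above about 35%, with an unprinted fluorescence ratio check between 0.5 and 1.5, limit read from the data, passing the limit was not always enough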;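 also: 0% = enzyme with substrate and 100% = substrate without enzyme; some results filed as inactive read as strong as hits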
# Target sequence (Q92905 whole entry, looked up, one chain of several): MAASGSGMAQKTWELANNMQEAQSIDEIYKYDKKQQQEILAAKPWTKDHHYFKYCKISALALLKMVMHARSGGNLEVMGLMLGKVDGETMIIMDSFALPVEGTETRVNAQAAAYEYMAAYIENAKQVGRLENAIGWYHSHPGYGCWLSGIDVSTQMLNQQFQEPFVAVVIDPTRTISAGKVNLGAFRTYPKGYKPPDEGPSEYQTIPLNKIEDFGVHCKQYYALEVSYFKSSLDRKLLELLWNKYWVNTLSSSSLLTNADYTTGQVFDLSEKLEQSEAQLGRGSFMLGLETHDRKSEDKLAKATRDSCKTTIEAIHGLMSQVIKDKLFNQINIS
#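 assay system = purified human Csn5 enzyme expressed in HEK293T cells | amount = 0.24 nM enzyme | buffer or medium = Tris/NaCl/DTT buffer, pH 7.5 | reagent = 10 nM SCFSkp2-Nedd8OG | compound = one concentration, 12.5 µM, 0.25% DMSO | times = 90 min reaction at room temperature | signal = FP | read-out basis = % inhibition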
# Rin1-Abl PPI inh: inhibitors of Rin1-Abl protein binding, primary screen, biochemical, TR-FRET. 0.4% of 360,000 active. inhibition, % at 7.35 µM. Tyrosine-protein kinase ABL1 (Homo sapiens) + Ras and Rab interactor 1 (Homo sapiens), …; in the data active = inhibition above about 5%, passing the limit was not always enough
# eLon inh: inhibitors of E. coli Lon protease, primary screen, biochemical, fluorescence polarization; P0A9M0; purified E. coli Lon protease; inhibition, % at 7.94 µM; 0.42% of 360,000 active; in the data active = inhibition above about 13%, passing the limit was not always enough;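 also: 0% = enzyme with probe and DMSO and 100% = no enzyme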
# Starred values were filed as active, the others as inactive; i = inactive; . = no result given; + = active, no number.
SMILES,Neddyl block,FAS TE block,TbMetRS inhib,bovine MsrA act,MLLE-PAM2 inh,MsrA inhibitor,CSN inh,Rin1-Abl PPI inh,eLon inh
CCOC(=O)CC(SP1(=S)OCC2(CC=CCC2)CO1)C(=O)OCC (configuration not stated),i,14,-0.2,-4,14,-0.3,-4,4,-7
Clc1cccc(N2Cc3ccccc3-n3nncc3C2)c1,i,9,-0.3,1,-9,-1.0,7,2,0
COc1ccc(CCNCc2cccc(C(F)(F)F)c2)cc1OC,i,-5,-0.6,-3,2,-0.4,4,-1,7
CC(=O)OC1CCC2(C)C(CCC3C2CC(=O)C2(C)C3CC(N3CC3)C2C(C)=O)C1 (configuration not stated),i,-4,-0.7,-8,-3,0.0,-2,-1,3
O=c1[nH]c(=S)[nH]c(O)c1N=Nc1ccc2c(c1)OCO2,i,1,-0.4,-2,-34,0.5,13,-17,-2
CCS(=O)(=O)CCSP(=O)(OC)OC,i,-6,-0.3,-7,14,0.2,-1,4,-5
Oc1c(Br)c(Br)c(Br)c(Br)c1Br,i,60*,-1.1,-15,-5,.,9,4,0
CC(=O)NC1CC2CCC(C1)N2 (configuration not stated),i,-10,-1.5,-13,-8,0.8,1,0,6
O=S(=O)(c1ccc(Cl)cc1)c1ccc(Cl)cc1,i,13,-0.4,-5,12,0.0,-2,0,11
COC(=O)C1=C(c2cccc(OCc3ccccc3)c2)C[C@@H]2CC[C@H]1N2C(=O)NCc1ccc(N(C)C)cc1,i,21,-0.3,-3,3,1.2,2,0,-2
COC(=O)C1=C(c2ccc(F)cc2OCc2ccccc2)C[C@@H]2CC[C@H]1N2C(=O)N1CCOCC1,i,-1,-0.1,-3,-5,-0.3,-9,0,-13
CCOc1cc2c(cc1OCC)-n1cccc1C(c1cccc(OCC)c1O)NC2 (configuration not stated),i,5,-1.1,0,8,-0.9,1,2,-5
FC(F)(F)Oc1ccc(NC2=NCCCS2)cc1,i,-2,1.1,-2,8,0.6,4,-1,5
CCOC(=O)c1cccc(C2=C(CNC(=O)c3nccs3)[C@H]3CC[C@@H](C2)N3Cc2ccccc2)c1,i,5,-0.6,-4,-5,1.5,1,-2,0
Brc1ccc2c(c1)-n1nncc1CN(CC1CCCCC1)C2,i,8,-1.4,-5,-11,2.3,1,4,-3
COc1ccc([N+](=O)[O-])cc1N=Cc1c(O)n(CCc2ccccc2)c(=O)n(C(C)C)c1=O,i,72*,0.5,-6,-25,2.0,6,-5,-55
COC(=O)C1=C(c2ccc(C(C)=O)cc2)C[C@@H]2CC[C@H]1N2C(=O)NCc1ccc(F)cc1,i,-4,0.8,-3,14,-0.1,2,-1,-3
CN1C(=O)N(C)C(=O)C2(Cc3cc([N+](=O)[O-])ccc3N(C)C2c2ccccc2)C1=O (configuration not stated),i,5,-0.6,-3,-6,-0.4,-3,1,-10
Cc1c(C(c2ccccc2Cl)c2c(O)c3ccccc3oc2=O)c(=O)n(-c2ccccc2)n1C (configuration not stated),i,0,0.4,-1,1,0.1,2,-1,1
CC(C)CNP(=S)(c1ccccc1)C(C)(C)C (configuration not stated),i,0,0.3,4,18,1.6,-3,-3,-8
CCCCCCC(=O)N/N=C/c1c(O)n(CCCC)c(=S)[nH]c1=O,+,6,1.5,-3,-17,0.2,112,-3,-30
CCOc1ccc(-n2c(O)c(N=Nc3ccc([N+](=O)[O-])cc3)c(=O)[nH]c2=O)cc1,i,12,-0.1,0,-23,0.0,2,-5,1
COc1cc2c(c(OC)c1OC)-c1ccc(O)c(=O)cc1C(NC(C)=O)CC2 (configuration not stated),i,-6,-0.6,-8,0,3.4,5,-2,0
Cn1ccc(NC(=O)CCl)n1,i,-5,0.1,-3,-3,-0.3,-2,0,5
c1cc2c(c(NC3=NCCCS3)c1)CCCC2,i,-11,-0.1,4,-9,-0.8,1,-4,-19

# Reprinted at random: 2 compounds from above, in no set order.
SMILES,Neddyl block,FAS TE block,TbMetRS inhib,bovine MsrA act,MLLE-PAM2 inh,MsrA inhibitor,CSN inh,Rin1-Abl PPI inh,eLon inh
c1cc2c(c(NC3=NCCCS3)c1)CCCC2,i,-11,-0.1,4,-9,-0.8,1,-4,-19
COc1cc2c(c(OC)c1OC)-c1ccc(O)c(=O)cc1C(NC(C)=O)CC2 (configuration not stated),i,-6,-0.6,-8,0,3.4,5,-2,0

# Following part:
SMILES,Neddyl block,FAS TE block,TbMetRS inhib,bovine MsrA act,MLLE-PAM2 inh,MsrA inhibitor,CSN inh,Rin1-Abl PPI inh,eLon inh
CC(C)(C)C(=O)c1cn(Cc2ccccc2)c2ccccc12,i,26,-0.5,-3,9,1.0,5,0,-2
O=C1/C(=C/c2cc([N+](=O)[O-])ccc2Cl)N2CCC1CC2,i,6,-1.3,-11,8,0.8,3,-2,-2
COc1ccc(CN2Cc3cc(-c4ccc(OC)cc4)ccc3-n3nncc3C2)cc1,i,22,0.0,-3,12,-0.4,5,-1,4
O=C1C2CCCN2C(c2cccc(Cl)c2)N1c1ccccn1 (configuration not stated),i,-3,0.0,0,-5,3.2,2,-2,4
CCCCCCOc1ccc(CN2CCN(C)CC2)cc1,i,-2,-0.7,-3,10,-0.7,1,2,1
Nc1ccnn1C1CCNCC1,i,-5,0.2,-1,4,0.3,1,0,0
CC1CCCC(NC(=O)CNC(=S)N2CC3CC(C2)c2cccc(=O)n2C3)C1C (configuration not stated),i,-7,-0.2,-1,-15,0.0,-4,-3,-15
CCOc1ccc(C2SCC(=O)Nc3c2c(=O)[nH]n3C2CCCCCC2)cc1 (configuration not stated),i,-11,-0.9,-2,3,0.1,-5,2,-4
O=C1Nc2ccccc2/C1=C/c1nc2ccccc2c(=O)n1-c1ccc(O)cc1,i,-3,0.7,-5,1,4.4,-1,-4,2
CC(NC(=O)N1CC1(C)C)c1ccccc1 (configuration not stated),i,-11,0.3,-3,16,-0.1,-1,1,-8
S=C(NC1CCCCC1)N1CCC(c2cnc[nH]2)CC1,i,2,-0.7,0,-140,1.4,4,-2,4
C=CCn1c(O)c(C(CC)=Nc2cc(OC)ccc2OC)c(=O)[nH]c1=O,i,-5,0.1,-2,-7,1.2,-1,0,-5
CN1C(=O)NC(=O)/C(=C/c2ccc(C(=O)O)cc2)C1=O,i,-3,-1.0,-7,23,0.7,-1,-2,-7
O=[N+]([O-])c1ccc(NC2CCN(Cc3ccccc3)CC2)c2ccncc12,i,17,-0.2,-3,-1,1.2,10,-6,-6
CN1CC2([N+](=O)[O-])CC=C(Cl)C([N+](=O)[O-])(C1)C2 (configuration not stated),i,-2,-0.6,-5,2,0.1,1,1,-3
O=C1NC2C(O)C(O)C(O)C(O)C2c2cc3c(c(O)c21)OCO3 (configuration not stated),i,-5,-0.3,-4,6,-0.5,-5,0,1
CCC(C)NC(=O)c1c(N)n(CC2CCCO2)c2nc3ccccc3nc12 (configuration not stated),.,8,0.3,-1,-8,0.5,26,5.7*,1
Clc1ccc(CCNCc2ccncc2)c(Cl)c1,i,-7,2.2,-3,-8,-0.7,-2,3,5
CC(C)Oc1ccc(C2C(C#N)=C(N)Oc3c2c(=O)oc2ccccc32)cc1 (configuration not stated),i,-2,0.0,-3,-1,2.5,7,4,-3
CCN(C(=O)Oc1ccccc1)c1ccc(C(O)(C(=O)OC)C(F)(F)F)cc1 (configuration not stated),i,3,-0.1,0,-5,1.1,-1,0,-10
COc1ccccc1C(=O)Nc1ccc2c(c1)CC1(C(=O)N(C)C(=O)N(C)C1=O)C1CCCN21 (configuration not stated),i,-6,-0.3,-8,-20,0.6,8,5,2
Cc1ccc(/C=C2/C(=O)NC(=O)N(CCc3ccc(F)cc3)C2=O)s1,i,-10,-0.7,2,-25,-0.5,5,0,-18
COc1cccc(O)c1CN1CCCC(C(=O)c2sccc2C)C1 (configuration not stated),i,-4,-0.4,-4,-1,0.1,3,-2,-4
COC(=O)C1=C(c2ccc(F)cc2F)C[C@@H]2CC[C@H]1N2C(=O)NCCOc1ccccc1,i,4,-0.3,-2,9,-1.5,2,2,12
COc1ccc(CCNC2CCCCCC2)cc1,i,-3,0.1,-1,4,0.2,1,2,-1
O=C(CN1C2CCC1CC(O)(c1cccnc1)C2)Nc1ccc2c(c1)OCO2 (configuration not stated),i,-16,-0.8,-10,-11,-0.1,-5,0,-1
CCCNC(=O)N1[C@H]2CC[C@@H]1C(C(=O)OC)=C(c1ccc(OC)c(OC)c1)C2,i,-14,-0.4,-1,0,-0.3,-4,5,-2
CN(C)Cc1c[nH]c2cc([N+](=O)[O-])ccc12,i,-8,6.7*,-4,0,1.1,0,-6,-3
NCC1(c2ccc3c(c2)OCCO3)CCCC1,i,-8,-1.1,0,3,-0.3,0,2,-13
O=c1[nH]c(CN2CCNCC2)nc2ccccc12,i,-1,0.0,1,-4,0.5,0,1,-7

# Gathered by group, the entries above containing two or more sulfur atoms
SMILES,Neddyl block,FAS TE block,TbMetRS inhib,bovine MsrA act,MLLE-PAM2 inh,MsrA inhibitor,CSN inh,Rin1-Abl PPI inh,eLon inh
CCOC(=O)CC(SP1(=S)OCC2(CC=CCC2)CO1)C(=O)OCC (configuration not stated),i,14,-0.2,-4,14,-0.3,-4,4,-7
CCS(=O)(=O)CCSP(=O)(OC)OC,i,-6,-0.3,-7,14,0.2,-1,4,-5

# In another format: results already given
canonical_smiles	Neddyl block	FAS TE block	TbMetRS inhib	bovine MsrA act	MLLE-PAM2 inh	MsrA inhibitor	CSN inh	Rin1-Abl PPI inh	eLon inh
COC(=O)C1=C(c2ccc(F)cc2F)C[C@@H]2CC[C@H]1N2C(=O)NCCOc1ccccc1	i	4	-0.3	-2	9	-1.5	2	2	12
CC(C)(C)C(=O)c1cn(Cc2ccccc2)c2ccccc12	i	26	-0.5	-3	9	1.0	5	0	-2
Clc1ccc(CCNCc2ccncc2)c(Cl)c1	i	-7	2.2	-3	-8	-0.7	-2	3	5

# 3 neighbouring records from above:
SMILES,Neddyl block,FAS TE block,TbMetRS inhib,bovine MsrA act,MLLE-PAM2 inh,MsrA inhibitor,CSN inh,Rin1-Abl PPI inh,eLon inh
COc1ccc(CCNC2CCCCCC2)cc1,i,-3,0.1,-1,4,0.2,1,2,-1
O=C(CN1C2CCC1CC(O)(c1cccnc1)C2)Nc1ccc2c(c1)OCO2 (configuration not stated),i,-16,-0.8,-10,-11,-0.1,-5,0,-1
CCCNC(=O)N1[C@H]2CC[C@@H]1C(C(=O)OC)=C(c1ccc(OC)c(OC)c1)C2,i,-14,-0.4,-1,0,-0.3,-4,5,-2

# Source: PubChem

# Only part of the results is shown; rates above refer to the full screens.
